Assay outcomes: PubChem BioAssay, National Center for Advancing Translational Sciences (NCATS)
Casp7 inh – qHTS Assay for Allosteric/Competitive Inhibitors of Caspase-7 | P55210 | recombinant caspase-7, Ac-DEVD-AFC fluorescence rate | Potency, µM (highest dose often 57.5 µM), for the others: top-dose activity change, negative = inhibition, hits mostly inhibitors | 75,000 tested, 0.02% active | AID 889, 2007; active = well fitted inhibition curve with a large enough effect in the main read-out, with a control signal flat, not every such curve was filed as active; inconclusive = small, poorly fitted or top-dose-only effect, or a change in a side signal; note: potency is the fitted concentration of half-maximal effect; % of control where 0% means no effect
TexasRed autofl – qHTS Assay for Spectroscopic Profiling in Texas Red Spectral Region; Compound fluorescence, Texas Red channel, 547/618 nm; stronger effect = higher value; 59,000 tested, 0.06% active; AID 587, 2007; max dye-equivalent concentration, M; in the data active = max dye-equivalent concentration above about 10 nM; inconclusive = between about 1.1 nM and that limit
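Compound fluorescence was read after 15 min at room temperature in 100 mM Tris, pH 8.0, using 547 nm excitation and 618 nm emission across a concentration series. It was expressed as Texas Red dye-equivalent concentration from an on-plate standard curve.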
Rhodamine autofl – qHTS Assay for Spectroscopic Profiling in Rhodamine Spectral Region; 59,000 tested, 0.05% active; Rhodamine-region fluorescence, 547/598 nm, Tris buffer; stronger effect = higher value; max dye-equivalent concentration, M; in the data active = max dye-equivalent concentration above about 11 nM; inconclusive = between about 1.1 nM and that limit
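qHTS spectral profiling of compounds without any target or enzyme present, in pH 8.0 Tris buffer; plates were read after a 15-minute room-temperature incubation using the rhodamine-region filter set.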
Casp1 inh – qHTS Assay for Allosteric/Competitive Inhibitors of Caspase-1. 75,000 tested, 0.03% active. AID 900, 2007. Potency, µM (series often up to 57.5 µM), for inactives: at the top dose activity change, negative = inhibition, most hits filed as inhibitors. Caspase-1 enzyme, Ac-WEHD-AFC fluorogenic rate. P29466;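 note: potency is the fitted concentration of half-maximal effect; plate controls were vehicle for no effect and no substrate for full effect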
BRCT PPI green – qHTS Assay for Inhibitors of BRCT-Phosphoprotein Interaction (Green Fluorophore). Breast cancer type 1 susceptibility protein (Homo sapiens), P38398. BRCA1 BRCT-phosphopeptide binding, green fluorescence polarization. Potency, µM (highest dose often 76.9 µM), inactives show top-dose activity change, negative = inhibition, usual class: inhibitors. 75,000 tested, 0.05% active;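 note: potency is the fitted concentration of half-maximal effect; plate controls were peptide without protein for full effect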
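Compounds were incubated for 12 min at room temperature with a complex of 100 nM fluorescein-tagged pBACH1 decapeptide and 250 nM His-tagged BRCT protein. Buffer was phosphate pH 7.3 with EDTA, DTT and Tween 20. Disruption of binding lowers the polarization signal.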
4-MU autofl – qHTS Assay for Spectroscopic Profiling in 4-MU Spectral Region; compound autofluorescence, 340/450 nm, 4-MU equivalents; stronger effect = higher value; max dye-equivalent concentration, M; 59,000 tested, 11% active; AID 589, 2007; in the data active = max dye-equivalent concentration above about 10 nM; inconclusive = mostly about 1.1 nM to 9.6 nM
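Compounds in 100 mM Tris, pH 8.0, sat 15 min at room temperature before fluorescence was read at 340 nm excitation/450 nm emission; a per-plate six-point 4-MU standard curve converted signals to dye-equivalent concentration at each compound concentration.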
BRCT PPI red – qHTS Assay for Inhibitors of BRCT-Phosphoprotein Interaction (Red Fluorophore) | BRCT-phosphopeptide binding, red fluorescence polarization | Potency, µM (titrated, usually from 76.9 µM), for inactives: at the highest dose activity change, negative = inhibition, hits mostly inhibitors | 75,000 tested, 0.03% active; note: % is set by controls: 0 for no effect and ±100 for the full control effect
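Fluorescence polarization: 100 nM His-tagged BRCA1 BRCT with 100 nM TAMRA-labelled phospho-BACH1 decapeptide, phosphate buffer pH 7.3 with 150 mM NaCl, DTT, 0.01% Tween 20; 12 min RT. Binding inhibition seen as FP decrease.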
HEK293 cAMP cs – qHTS Assay for Agonists of the Thyroid Stimulating Hormone Receptor: Activators of Intracellular cAMP Concentrations in Parental HEK 293. Potency, µM (doses to about 57.1 µM), for inactives: top-dose activation, hits mostly activators. 73,000 tested, 2.5% active. parental HEK293 CNG cAMP sensor, membrane potential fluorescence; note: potency is the fitted concentration of half-maximal effect; % of control where 0% means no effect; nearly all actives have a fitted effect of over 55% in size
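Counterscreen for endogenous-receptor signalling: CNG-channel HEK 293 cells report cAMP rise by membrane depolarization. After 60 min dye equilibration with 100 uM RO 20-1724, compounds incubated 30 min before bottom-read fluorescence at 590 nm.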
USP2a inh – qHTS Assay for Inhibitors of Ubiquitin-specific Protease USP2a | AID 927, 2007 | Potency, µM (doses to about 38.3 µM), for inactives: at the highest dose activity change, negative = inhibition, usual class: inhibitors | USP2a enzymatic assay, qHTS inhibition | 60,000 tested, 0.1% active;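 note: potency is the fitted concentration of half-maximal effect; nearly all actives have a fitted effect of over 60% in size; plate controls were DMSO for no effect and NEM full inhibition control for full effect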
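USP2 core (20 nM final) was preincubated with compound for 30 min at RT in 20 mM Tris-HCl pH 8.0, 2 mM CaCl2, 2 mM beta-mercaptoethanol; Ub-PLA2 (20 nM) plus NBD C6-HPC (20 uM) then added, fluorescence read after 2.5 h.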
Fluorescein fluor – qHTS Assay for Spectroscopic Profiling in Fluorescein Spectral Region. Compound autofluorescence, 480/540 nm, fluorescein-equivalent; stronger effect = higher value. max fluorescein-equivalent concentration, M. 59,000 tested, 0.91% active. AID 593, 2007; in the data active = max fluorescein-equivalent concentration above about 10 nM; inconclusive = between about 1.1 nM and that limit
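Fluorescein stocks ranging 3 mM down to 300 nM, plus DMSO blanks, were pinned alongside compounds to build a per-plate standard curve. Buffer: 100 mM Tris, pH 8.0. Incubation 15 min, room temperature; filters 480/540 nm.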
A350 fluor – qHTS Assay for Spectroscopic Profiling in A350 Spectral Region; 59,000 tested, 11% active; AID 590, 2007; max dye-equivalent concentration, M; Compound autofluorescence, 340/450 nm, Alexa 350 dye-equivalents; stronger effect = higher value; in the data active = max dye-equivalent concentration above about 10 nM; inconclusive = mostly about 1.1 nM to 9.6 nM
* = called active by the depositor; i = inactive; ? = inconclusive; . = no result given; [ ] = another dose, or the depositor's remark. Unless noted, calls come from the whole dose curve; as a rule, active = well fitted curve in the direction sought with a large enough effect; inconclusive = small, poorly fitted or top-dose-only effect, or another doubt; inactive = no such curve, though single readings can be large; an effect the other way counts as inactive or inconclusive. The list is partial. The share of hits here may be higher or lower than overall.

#1 Nc1ncnc2c1[nH]c(=O)n2C1CC(O)C(CO)O1 (stereo unspecified)
#2 CO[C@H]1COC(=O)C/C=C\[C@H](C)[C@H](OC)COC(=O)[C@@H](C)NC(=O)C/C=C\[C@@H]1C
#3 CC(=O)N(C(C)=O)c1cccc2c(N(C(C)=O)C(C)=O)cccc12
#4 Cc1ccc(Cl)cc1NC(=O)CC(O)(C(F)(F)F)C(F)(F)F
#5 CCCN1C(=O)c2cc(C(=O)NC3CCCCCC3)ccc2C1O (stereo unspecified)
#6 Cc1ccccc1CSc1nnc(C)c(=O)[nH]1
#7 COc1ccc(Nc2nc(N3CCCCC3)nc(N3CCCCC3)n2)c(OC)c1
#8 CC(C)Cn1c(-c2ccccc2F)n[nH]c1=S
Compound | 1 | 2 | 3 | 4 | 5 | 6 | 7 | 8
Fluorescein fluor | . | . | . | i | . | . | . | i
BRCT PPI green | -0.4% | 0.7%[15.4 µM] | -1.8% | 0.3% | -1.5% | -1.8% | -0.1% | -2.5%
Casp1 inh | -3% | 2%[11.5 µM] | -2% | -1% | 2% | -1% | -2% | -1%
HEK293 cAMP cs | . | -2%[11.4 µM] | -8% | 6.3µM* | 12% | 8% | 0%[11.4 µM] | 4%
BRCT PPI red | 1.4% | -0.6%[15.4 µM] | 1.0% | -0.5% | 0.8% | 0.5% | 1.1% | -0.9%
Casp7 inh | 0% | -2%[11.5 µM] | -1% | 1% | 0% | -1% | 2% | 1%
USP2a inh | -7% | . | -7% | 0% | . | . | 2%[7.66 µM] | 9%
A350 fluor | . | . | . | i | . | . | . | i
Rhodamine autofl | . | . | . | i | . | . | . | i
4-MU autofl | . | . | . | i | . | . | . | i
TexasRed autofl | . | . | . | i | . | . | . | i

#9 COC(=O)CSc1nc(N)c2c3c(sc2n1)CCCC3
#10 Cc1ccc(CNC(=O)CN2CCN(Cc3ccc(C)cc3)C2=O)cc1
#11 Cc1ccccc1-c1ccc(C=Nc2c(C)n(C)n(-c3ccccc3)c2=O)o1
#12 COC(=O)c1cc(NC(=O)CSc2nnc(CN3CCOCC3)n2C)ccc1Cl
#13 CCCn1c(C)nc2c(NCCN3CCCCC3)nc(C)nc21
#14 CCOC(=O)C1(CCSC)NC(c2ccco2)C2C(=O)N(C)C(=O)C21 (stereo unspecified)
#15 C#CC1(O)CC(C)N(C)C(C)C1 (stereo unspecified)
#16 Nc1nc2sc3c(c2c(=O)s1)CCCC3
Compound | 9 | 10 | 11 | 12 | 13 | 14 | 15 | 16
Fluorescein fluor | i | i | ? | i | . | i | i | i
BRCT PPI green | . | 1.3% | 4.6% | 0.4% | -2.0% | 3.1% | 1.8% | -4.7%
Casp1 inh | . | 3% | -4% | -10% | -3% | 1% | 2% | -1%
HEK293 cAMP cs | . | 19% | 3% | 2% | 11% | 5% | 6% | -8%
BRCT PPI red | . | -3.0% | -0.9% | 1.6% | -1.6% | -0.6% | -0.8% | -2.3%
Casp7 inh | . | 4% | -8% | -13% | 0% | 1% | -1% | -7%
USP2a inh | . | 9% | 1% | 27% | . | 2% | -7% | -11%
A350 fluor | 9.1e-08M* | i | i | ? | . | i | i | i
Rhodamine autofl | i | i | i | i | . | i | i | i
4-MU autofl | 7.7e-08M* | i | i | ? | . | i | i | i
TexasRed autofl | i | i | ? | i | . | i | ? | i

#17 CCn1c(=NC(=O)CSC(C)=O)sc2cc(F)ccc21
#18 CSc1nc2c(c(=O)n1-c1ccccc1)SCC2
#19 CC(C)C1C(C#N)=C(N)Oc2n[nH]c(C(C)(C)C)c21 (stereo unspecified)
#20 O=C(Nc1ccc(-c2nnc(-c3ccccc3)o2)cc1)C1CCCO1 (stereo unspecified)
#21 Cc1occc1C(=O)NC(C)CCc1ccccc1 (stereo unspecified)
#22 COCC(=O)Nc1ccccc1NC(C)=O
#23 O=c1[nH]c(CN2CCC(c3nc4ccccc4s3)CC2)nc2sc3c(c12)CCC3
#24 O=C(CCCCCN1C(=O)c2ccccc2C1=O)NCc1ccco1
Compound | 17 | 18 | 19 | 20 | 21 | 22 | 23 | 24
Fluorescein fluor | i | i | i | ? | . | ? | ? | i
BRCT PPI green | 0.6% | -1.0% | . | -1.6% | 2.8% | -1.1% | 1.2% | -1.3%
Casp1 inh | -1% | 0% | . | -3% | -2% | 1% | -1% | -1%
HEK293 cAMP cs | -32%[inhibitor] | 7% | . | -2% | 19%[11.4 µM] | 1% | 10% | 4%
BRCT PPI red | -3.5% | -0.9% | . | -0.8% | 0.8% | 1.2% | -0.3% | -2.1%
Casp7 inh | 1% | 0% | . | 0% | -5% | 0% | 2% | 1%
USP2a inh | 3% | -2% | . | 14% | 32%[activator][7.66 µM] | 0% | 11% | 4%
A350 fluor | i | i | i | i | . | ? | i | i
Rhodamine autofl | i | i | i | i | . | i | i | i
4-MU autofl | i | i | i | i | . | i | i | i
TexasRed autofl | i | i | i | ? | . | i | i | ?

Ordered by SMILES length (low to high): some entries from above.
#5 CCCN1C(=O)c2cc(C(=O)NC3CCCCCC3)ccc2C1O (stereo unspecified)
#4 Cc1ccc(Cl)cc1NC(=O)CC(O)(C(F)(F)F)C(F)(F)F
#14 CCOC(=O)C1(CCSC)NC(c2ccco2)C2C(=O)N(C)C(=O)C21 (stereo unspecified)
Compound | 5 | 4 | 14
Fluorescein fluor | . | i | i
BRCT PPI green | -1.5% | 0.3% | 3.1%
Casp1 inh | 2% | -1% | 1%
HEK293 cAMP cs | 12% | 6.3µM* | 5%
BRCT PPI red | 0.8% | -0.5% | -0.6%
Casp7 inh | 0% | 1% | 1%
USP2a inh | . | 0% | 2%
A350 fluor | . | i | i
Rhodamine autofl | . | i | i
4-MU autofl | . | i | i
TexasRed autofl | . | i | i

New compounds follow:
#25 O=c1c2ccccc2c(/C=N/c2ncn[nH]2)c(O)n1Cc1ccccc1
#26 CCOCCCN(CCC#N)S(=O)(=O)c1ccc(S(=O)(=O)N2CCCC2)cc1
#27 CCn1c(SCCC(=O)O)nnc1-c1cccnc1
#28 CC(C)C(c1nnnn1C1CCCC1)N1CCN(C(=O)c2ccco2)CC1 (stereo unspecified)
#29 Cn1c(=O)oc2cc(S(=O)(=O)NC3CCCCCCC3)ccc21
#30 Cc1nc(C)n(CC(O)COc2ccc3c(c2)CCC3)n1 (stereo unspecified)
#31 CCCCN1C(=O)CC(Nc2ccc(CC)cc2)C1=O (stereo unspecified)
#32 Nc1nc2c(nc(Cl)n2C2OC(CO)C(O)C2O)c(=O)[nH]1 (stereo unspecified)
Compound | 25 | 26 | 27 | 28 | 29 | 30 | 31 | 32
Fluorescein fluor | ? | i | ? | ? | i | ? | i | .
BRCT PPI green | 4.2% | -1.6% | -1.1% | -1.1% | 0.8% | -0.1% | -0.1% | -1.7%
Casp1 inh | ? | 0% | 0% | 0% | 0% | 1% | -1% | 0%
HEK293 cAMP cs | -7% | 4% | -1% | ? | 2% | 4% | 0% | .
BRCT PPI red | 0.9% | 0.4% | 1.7% | -1.3% | -0.6% | 0.8% | -0.1% | -0.7%
Casp7 inh | ? | -1% | 9% | -2% | -2% | -1% | -1% | 0%
USP2a inh | 8% | . | -2% | 0% | 20% | -3% | 5% | -13%
A350 fluor | 1.7e-08M* | i | i | ? | i | i | i | .
Rhodamine autofl | i | i | i | i | i | i | i | .
4-MU autofl | 1.3e-08M* | i | i | ? | i | i | i | .
TexasRed autofl | i | i | i | i | i | i | i | .

#33 O=C(CSc1nnc(-c2cccs2)n1-c1ccccc1)NCC1CCCO1 (stereo unspecified)
#34 Nc1cc(N)nc(SCc2cccnc2)n1
#35 Cc1ccc(C)c(N2CCN(C(=O)CN3C(=O)c4ccccc4C3=O)CC2)c1
#36 CC1N=C2c3ccccc3N=C(SCc3cc(=O)n4ccccc4n3)N2C1=O (stereo unspecified)
#37 CCOC(=O)C1CCN(C(=O)C2CCN(S(=O)(=O)CC)CC2)CC1
#38 CC(C)(C)c1cc(C(=O)N2CCc3ccccc32)ccn1
#39 Cc1cc(C)nc(NC2=NCC(=O)N2c2ccccc2)n1
#40 O=C(Cn1nnc(-c2ccccc2NC(=O)c2ccccc2F)n1)NCc1ccco1
Compound | 33 | 34 | 35 | 36 | 37 | 38 | 39 | 40
Fluorescein fluor | i | i | i | i | ? | i | i | ?
BRCT PPI green | -0.6% | -2.1% | -0.5% | 0.1% | 2.0% | 0.6% | . | -1.7%
Casp1 inh | -1% | -1% | -3% | -1% | 1% | -4% | . | -2%
HEK293 cAMP cs | ? | 0% | ? | 2% | 3% | 5% | . | 17%
BRCT PPI red | -3.0% | 1.0% | -1.8% | -0.4% | 1.7% | 0.5% | . | 2.0%
Casp7 inh | -1% | -1% | -3% | 1% | 0% | -1% | . | 0%
USP2a inh | 1% | 11% | 21% | 1% | -2% | 1% | . | -4%
A350 fluor | i | ? | i | 2e-08M* | i | i | ? | i
Rhodamine autofl | i | i | i | i | i | i | i | i
4-MU autofl | i | ? | i | 2.2e-08M* | i | i | ? | i
TexasRed autofl | i | i | ? | i | i | i | i | i
